SW480 rerep = A quantitative high throughput screen for small molecules that induce DNA re-replication in SW480 colon adenocarcinoma cells; SW480 DNA re-replication, Hoechst DNA content imaging, 48 h; 340,000 tested, 1.8% active; Potency, µM (series often up to 46.1 µM), without a hit: at the highest dose re-replication activation, actives largely listed as activators; also: % of control where 0% means no effect; nearly all actives have a fitted effect of over 55% in size
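Per well, 250 cells were exposed to pinned compound for 48 hr. Nuclear DNA was visualised with Hoechst (40 min, 37 C) and total object intensity recorded by fluorescence scanning.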
KB-3-1 cytotox = qHTS assay for MDR1-selective chemotherapeutics: Primary screen using the parental adenocarcinoma cell KB-3-1 | 400,000 tested, 1.4% active | Potency, µM (doses to about 46.1 µM), for the others: at the highest dose activity change, negative = cytotoxic, hits mostly cytotoxic | AID 1347075, 2019 | KB-3-1 viability, CellTiter-Glo ATP luminescence, 72 h; also: % is scaled to controls: 0 for no effect and ±100 for the full control effect; nearly all actives have a fitted effect of over 60% in size
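Luminescent ATP read-out (CellTiter-Glo) measures survival of drug-naive KB-3-1 cells after 72 h compound exposure at 37 °C. Titration series was screened from lowest to highest concentration, with DMSO vehicle plates as background controls.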
GLP1R inv ag = qHTS of GLP-1 Receptor Inverse Agonists (Inhibition Mode); Glucagon-like peptide 1 receptor (Homo sapiens), P43220; HEK293 GLP-1R CRE-luciferase, luminescence, 24 h; GLP-1R form is constitutively active; Potency, µM (titrated, usually from 38.3 µM), inactives show top-dose activity change, negative = inhibition, hits mostly inhibitors; 410,000 tested, 1.6% active; also: % is scaled to controls: 0 for no effect and ±100 for the full control effect; nearly all actives have a fitted effect of over 55% in size
Target sequence (P43220 whole entry, looked up): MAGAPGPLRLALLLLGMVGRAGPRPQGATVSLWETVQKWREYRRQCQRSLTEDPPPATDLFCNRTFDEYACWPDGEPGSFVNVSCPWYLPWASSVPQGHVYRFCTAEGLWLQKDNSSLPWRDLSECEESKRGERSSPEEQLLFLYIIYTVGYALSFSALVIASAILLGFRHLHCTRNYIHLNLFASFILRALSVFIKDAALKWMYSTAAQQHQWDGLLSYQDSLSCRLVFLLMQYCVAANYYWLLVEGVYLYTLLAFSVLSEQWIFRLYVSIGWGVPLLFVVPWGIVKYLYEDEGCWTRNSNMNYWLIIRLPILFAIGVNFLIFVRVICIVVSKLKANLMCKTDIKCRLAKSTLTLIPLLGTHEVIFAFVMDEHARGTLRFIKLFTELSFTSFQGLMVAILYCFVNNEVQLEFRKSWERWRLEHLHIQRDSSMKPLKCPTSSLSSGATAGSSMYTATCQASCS
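HEK293 cells stably co-expressing constitutively active GLP-1R and a cAMP-responsive luciferase reporter were seeded in DMEM with 10% Nu serum, given compounds after 12 h, and incubated 24 h at 37 deg C. Luminescence was then read.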
TDP43 rescue = qHTS of TDP-43 Inhibitors. TDP-43 expressing yeast growth rescue, BacTiter-Glo, 24 h. Potency, µM (titrated, usually from 46.1 µM), without a hit: at the top dose growth rescue (activation), actives largely listed as activators. 410,000 tested, 1.8% active; also: % of control where 0% means no effect; nearly all actives have a fitted effect of over 50% in size
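Growth rescue of TDP-43-toxic yeast measured as ATP luminescence (BacTiter-Glo). Cells grown to mid-log in raffinose, induced in galactose at OD600=0.02, exposed to compound 24 hr at 30 deg C.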
HT1080 IDH1KD tx = qHTS for induction of synthetic lethality in tumor cells producing 2HG: qHTS for the HT-1080-IDH1KD cell line; AID 686971, 2013; Potency, µM (top dose mostly 46.1 µM), for the others: at the top dose activity, negative = toxicity, hits mostly cytotoxic; 360,000 tested, 2% active; HT-1080 IDH1 knockdown viability, ATP luminescence, 48 h;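 also: 0% = DMSO wells and -100% = cell-free medium wells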
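Cytotoxicity counter-line: IDH1KD HT-1080, 48 h, CellTiter-Glo. Curves classed by r2, magnitude and activity.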
GLP1R ag = qHTS of GLP-1 Receptor Agonists. HEK293 GLP-1R CRE-luciferase, luminescence, 4-6 h; cells express a hypersensitive GLP-1R form. Potency, µM (highest dose often 45.6 µM), without a hit: top-dose activation, actives largely listed as activators. 380,000 tested, 0.007% active; also: % of control where 0% means no effect
HEK293 tox = qHTS of GLP-1 Receptor Inverse Agonists: Cytotox Screen; HEK293 cAMP-luciferase reporter cells, luminescence, 24 h; 410,000 tested, 0.13% active; Potency, µM (top dose mostly 38.3 µM), without a hit: top-dose activity change, negative = inhibition, most hits filed as inhibitors;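 also: loss of luciferase light is scored as toxicity; % is scaled to controls: 0 for no effect and ±100 for the full control effect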
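A 23 nL compound transfer followed 12 hours of cell culture at 37 deg C; exposure then lasted 24 hr. Luciferase assay detection reagent was dispensed and plates read for luminescence after a 12 min room-temperature wait.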
HT1080NT lethal = qHTS for induction of synthetic lethality in tumor cells producing 2HG: qHTS for the HT-1080-NT fibrosarcoma cell line. HT-1080-NT fibrosarcoma viability, CellTiter-Glo ATP luminescence, 48 h. Potency, µM (highest dose often 46.1 µM), without a hit: at the top dose activity, negative = less viability, actives largely listed as cytotoxic. 360,000 tested, 1.6% active. AID 686970, 2013;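 also: NT is the 2HG producing partner of a matched IDH1 knockdown line; 0% = DMSO-treated cells and -100% = media-only wells without cells; nearly all actives have a fitted effect of over 55% in size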
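Compounds were tested in concentration-response format on HT-1080-NT cells for 48 hours at 37 degrees C. Cell viability came from CellTiter-Glo luminescence; curves were classified by r2, response magnitude and activity.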
KB-V1 MDR tox = qHTS assay for MDR1-selective chemotherapeutics: Primary screen using the drug-selected MDR subline cells KB-V1 | KB-V1 MDR cells viability, CellTiter-Glo, 72 h | Potency, µM (titrated, usually from 46.1 µM), without a hit: at the top dose activity change, negative = cytotoxicity, actives largely listed as cytotoxic | 400,000 tested, 3.4% active; also: % is scaled to controls: 0 for no effect and ±100 for the full control effect; nearly all actives have a fitted effect of over 60% in size
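KB-V1 MDR subline cells in DMEM (phenol-red free, 10% FBS) exposed to compounds in qHTS concentration series for 72 h at 37 degrees C. Viability read by CellTiter-Glo luminescence; concentration-effect curves fitted after normalization and correction.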
* hit, by the source's call; ? = inconclusive; / = no result given; [ ] = another dose, or the depositor's remark. Calls follow the shape of the dose curve; as a rule, active = well fitted curve in the direction sought with a large enough effect; inconclusive = small, poorly fitted or top-dose-only effect, or another doubt; inactive = no such curve, though single readings can be large; an effect the other way counts as inactive or inconclusive. Potency is read from the fitted curve at half-maximal effect.

SMILES,GLP1R ag,KB-V1 MDR tox,HT1080NT lethal,TDP43 rescue,KB-3-1 cytotox,HEK293 tox,HT1080 IDH1KD tx,GLP1R inv ag,SW480 rerep
CN(C)C(CNC(=O)C1CCN(S(=O)(=O)c2ccc(Cl)cc2)CC1)c1ccccc1 (configuration not stated),11%,7%,-22%,3%,-5%,-1%,-5%,?,25%
COc1cc(C(=O)OCC(=O)Nc2ccc(S(=O)(=O)NC3=NCCCCC3)cc2)cc(OC)c1OC,-4%,0%,1%,6%,-14%,-8%,2%,1%,-20%
C[C@H]1COc2cccc(N(C)CCO)c2S(=O)(=O)N1,-2%,6%,17%,21%,8%,-3%,8%,18%,/
Cc1ccc(C(=O)Nc2ccc(F)cc2)cc1S(=O)(=O)N1CCOCC1,/,-12%,/,13%,?,-11%,/,-14%,/
CC(Cc1ccccc1)NC(=O)/C=C/c1ccc([N+](=O)[O-])cc1 (configuration not stated),3%,-14%,0%,?,-6%,-2%,0%,?,7%
CN(C)c1ccc(C(=O)NNC(=O)Nc2ccccc2)cc1,6%,-2%,13%,-17%,14%,-8%,14%,1%,-11%
CCN(CC)S(=O)(=O)c1ccc2oc(C(=O)Nc3cc(C)ccc3OC)c(C)c2c1,/,?,/,11%,4%,4%,/,1%,/
COc1cccc(OC)c1C(=O)N1CCN(Cc2c[nH]c3ccccc23)CC1,0%,-11%,-2%,17%,7%,1%,-2%,5%,/

2 neighbouring entries already listed, quoted:
SMILES,GLP1R ag,KB-V1 MDR tox,HT1080NT lethal,TDP43 rescue,KB-3-1 cytotox,HEK293 tox,HT1080 IDH1KD tx,GLP1R inv ag,SW480 rerep
CCN(CC)S(=O)(=O)c1ccc2oc(C(=O)Nc3cc(C)ccc3OC)c(C)c2c1,/,?,/,11%,4%,4%,/,1%,/
COc1cccc(OC)c1C(=O)N1CCN(Cc2c[nH]c3ccccc23)CC1,0%,-11%,-2%,17%,7%,1%,-2%,5%,/

Further compounds.
SMILES,GLP1R ag,KB-V1 MDR tox,HT1080NT lethal,TDP43 rescue,KB-3-1 cytotox,HEK293 tox,HT1080 IDH1KD tx,GLP1R inv ag,SW480 rerep
COCCn1c(SCC(=O)Nc2sccc2C(N)=O)nc2cc(Cl)ccc2c1=O,11%,5%,?,-3%,-20%,?,?,15%,15%
COc1ccc(NC(=O)c2cn(CC(C)C)c(=O)c3cc(OC)c(OC)cc23)cc1Cl,2%,8%,/,11%,18%,13%,/,30%[activator],/
Cc1nc(NC(=S)NC(=O)c2ccccc2)sc1C(=O)N(C)C,-4%,-1%,-2%,-12%,12%,6%,2%,2%,-1%
O=S(=O)(c1ccc(N2CCOCC2)nc1)N1CCOCC1,-14%,19%,9%,-7%,4%,2%,4%,-12%,0%
O=C(Nc1ccccc1)C1=C[C@@H](c2coc3ccccc3c2=O)C[C@@H](OCCCCO)O1,11%,27%,5%,24%,-8%,3%,5%,-3%,0%
COc1cc(C(=O)NCCCc2nc3ccccc3n2CC(C)C)cc(OC)c1OC,2%,-8%,/,13%,18%,-22%,/,-11%,/
Cc1cc(C)c(C#N)c(SCC(=O)Nc2nnc(-c3ccccc3)s2)n1,-6%,4%,23%,-4%,-1%,37%[activator],12%,-1%,1%
CCn1c(CSc2nc3ccccc3s2)nnc1SCC(=O)c1ccc(Cl)cc1,1%,-40%,-27%,-6%,-17%,14%,?,4%,?
Cc1ccc2c(c1)c(Sc1ccccc1)c(CC(=O)O)n2C,-4%,8%,-1%,?,7%,-4%,-8%,-26%,3%
CCc1nc2oc3ccccc3c(=O)c2c(=O)n1CCOC,-6%,0%,2%,-10%,10%,2%,-4%,-29%,1%
COc1ccc(/C=N/n2cc(-c3ccc(OC)cc3)nc2N)cc1,2%,-21%,2%,11%,-12%,-13%,24%,8%,?
CN(C)S(=O)(=O)c1ccc(N2CCCC2)c(C(=O)Nc2nc(-c3ccc(F)c(F)c3)cs2)c1,2%,8%,-2%,19%,2%,-25%,-12%,10%,-6%
COc1ccc(-c2cn(CCO)c(-c3ccncc3)n2)cc1,0%,25%,?,14%,?,12%,26%,18%,1%
COc1ccccc1CNC(=O)c1ccc2nc(-c3ccccc3)c(-c3ccccc3)nc2c1,/,-1%,/,14%,-18%,6%,/,-2%,/
CCN(CC)CC(=O)N1c2ccccc2Sc2ccc(Cl)cc21,4%,?,3%,20%,1%,11%,3%,0%,0%
CCN(CC)c1nc(N)c2c(N)nc3c(c2c1C#N)CC(c1ccccc1)O3 (configuration not stated),4%,21µM*,-28%,-12%,0%,-19%,?,-58%,?
Cc1c(NC(=O)CSc2nnc(C(C)Oc3ccc(Cl)cc3)n2-c2ccccc2)c(=O)n(-c2ccccc2)n1C (configuration not stated),-15%,8%,3%,-1%,11%,-15%,?,0%,-2%
CC(=O)CS(=O)(=O)c1ccc(Oc2ccc(S(=O)(=O)CC(C)=O)cc2)cc1,-3%,-1%,7%,18%,-8%,5%,5%,2%,-2%
O=C(c1ccc2ccccc2c1)C1CCCN(C(=O)c2cnccn2)C1 (configuration not stated),12%,?,10%,25%,-1%,-3%,4%,-8%,-7%
CN(CCOC(=O)c1ccccc1)Cc1ccccc1,2%,15%,4%,8%,19%,-14%,19%,-21%,0%
CC(OC(=O)CCN1C(=O)c2cccc([N+](=O)[O-])c2C1=O)C(=O)Nc1cc(Cl)cc(Cl)c1 (configuration not stated),-4%,2%,5%,12%,4%,-7%,7%,7%,-1%
CCOc1cc2[nH]c(=O)n(CCCCC(=O)N3CCCCCC3)c(=O)c2cc1OCC,-6%,?,3%,16%,15%,-4%,5%,0%,-3%
CCOc1ccc(C(=O)NCC(=O)NNC(=O)C2COc3ccccc3O2)cc1OCC (configuration not stated),3%,1%,-1%,9%,6%,-1%,-1%,-12%,-2%
O=C(NCCO)c1nc(NCCO)c2ccccc2n1,-13%,-3%,1%,2%,4%,7%,-6%,-1%,-4%
Cc1cccc(C(=O)Nc2cccc(C(=O)NC3CCCC3)c2)c1,10%,-18%,4%,18%,0%,-8%,-2%,?,-2%
O=C(CCC(=O)N(CC(=O)NC1CCCCC1)c1ccc2c(c1)OCO2)Nc1ccccn1,-1%,0%,-1%,-6%,13%,0%,5%,13%,-2%
CCCC1C(=O)N(c2ccccc2)C1c1ccccc1 (configuration not stated),6%,-2%,-2%,-2%,-13%,25%,2%,?,-6%
CCOc1cc(/C=C2\N=C(SC)SC2=O)cc([N+](=O)[O-])c1OC(C)=O,-37%[inhibitor],8%,4%,-8%,-1%,-26%,11%,4%,1%
NS(=O)(=O)c1ccc(CNc2ncnc3sccc23)cc1,12%,-2%,-15%,6%,-2%,5%,-13%,30%[activator],-7%
CCOc1ccc2ccccc2c1/C=N/NC(=O)c1cc(C)[nH]n1,?,?,-18%,-23%,0%,-11%,-15%,-18%,-31%[inhibitor]
CC(C)Nc1nc2nonc2nc1Nc1ccccc1,0%,?,-19%,0%,18µM*,-2%,?,1%,108%
Cc1cc(C)cc(N2CC(c3nnc(NC(=O)c4ccco4)s3)CC2=O)c1 (configuration not stated),/,-3%,/,0%[9.22 µM],9%,0%,/,8%,/
COc1ccccc1N1CCN(S(=O)(=O)c2cc3c(cc2C)NC(=O)CO3)CC1,10%,-12%,1%,14%,5%,0%,0%,9%,-6%
Cc1ccc(NC(=O)C2CCCN2C(=O)NC2CCCCC2)cc1 (configuration not stated),-6%,-16%,4%,6%,-7%,-11%,7%,6%,-467%[1.84 µM]
CC1CCCN(S(=O)(=O)c2cc(C(=O)NCc3ccco3)ccc2Cl)C1 (configuration not stated),11%,-6%,-5%,?,1%,7%,0%,?,17%
Cc1ccc(C)c(S(=O)(=O)N2CCN(CC(=O)NC(C)c3ccccc3)CC2)c1 (configuration not stated),1%,-9%,10%,10%,-20%,3%,13%,-21%,-12%
COc1cccc2c1C(=O)CC2NC(=O)C(F)(F)F (configuration not stated),-1%,6%,-10%,-12%,9%,14%,1%,7%,-2%
CN1CCN(CCC(=O)N/N=C/c2cc([N+](=O)[O-])ccc2O)CC1,-3%,-28%,-9%,18%,7%,?,?,-19%,0%
O=C(O)CCCC(=O)N1CC(=O)Nc2ccccc21,-12%,6%,8%,4%,-2%,1%,6%,10%,-8%
COc1ccc(NC(=O)N2CCN(C(=O)C(Cc3ccc(F)cc3)NC(C)=O)CC2)cc1 (configuration not stated),1%,-4%,2%,-6%,?,-1%[7.66 µM],13%,9%[7.66 µM],-4%
CCOC(=O)/C=C1\SCC(=O)N1CC(=O)NCCOC,-2%,?,-18%,-9%,3%,6%,13%,6%,-24%
Cc1[nH]c(=S)c(C#N)c(C)c1CC(=O)c1ccc(Br)cc1,0%,-11%,-20%,16%,-2%,-2%,0%,-19%,27%
CN(C)CCCSc1nc(-c2ccccc2)nc2c1CCC2,-1%,-6%,-22%,4%,0%,-25%,-10%,?,1%
O=C(CSc1nc(-c2ccc(F)cc2)cc(C(F)(F)F)n1)NCc1ccco1,1%,-3%,-2%,-6%,?,-2%,-14%,-14%,?
COC(=O)NC(=S)Nc1ccc(Oc2ccc(Cl)cc2)c(Cl)c1,5%,7%,?,-9%,-1%,-12%,-22%,-27%,0%
COc1ccccc1Nc1sc(C(=O)c2ccc3c(c2)OCO3)c(N)c1S(=O)(=O)c1ccccc1,14%,?,/,13%,-6%,30%,/,4%,/

From PubChem BioAssay

Rows are unselected (roughly 9.4% active in at least one column).
